# HT1080-NT tox: kills 2HG-producing HT-1080-NT fibrosarcoma cells. Potency, µM (series often up to 46.1 µM), inactives show top-dose activity, negative = less viability, actives largely listed as cytotoxic. HT-1080-NT fibrosarcoma viability, CellTiter-Glo ATP luminescence, 48 h. 1.6% of 360,000 active;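 note: NT is the 2HG producing partner of a matched IDH1 knockdown line; potency is the fitted concentration of half-maximal effect; 0% = DMSO-treated cells and -100% = media-only wells without cells; nearly all actives have a fitted effect of over 55% in size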
#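 Read-out is CellTiter-Glo luminescence after 10 minutes at room temperature, following 48 hours' compound treatment of HT-1080-NT cells (750 cells/well, RPMI, 5% FBS, 37 degrees C).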
# KB-V1 MDR tox: kills drug-selected multidrug resistant KB-V1 cells; 3.4% of 400,000 active; AID 1347076; Potency, µM (titrated, usually from 46.1 µM), inactives show at the highest dose activity change, negative = cytotoxicity, hits mostly cytotoxic; KB-V1 MDR cells viability, CellTiter-Glo, 72 h; note: potency is the fitted concentration of half-maximal effect; % is set by controls: 0 for no effect and ±100 for the full control effect; nearly all actives have a fitted effect of over 60% in size
#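 Following 72 h at 37 degrees C with compound, KB-V1 cell viability was read by CellTiter-Glo luminescence, medium being phenol-red-free DMEM plus 10% FBS; concentration-response parameters came from normalized, curve-fitted qHTS data.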
# HT1080 IDH1KD tx: HT-1080 IDH1 knockdown cell toxicity (counter line); HT-1080 IDH1 knockdown viability, ATP luminescence, 48 h; Potency, µM (titrated, usually from 46.1 µM), inactives show at the top dose activity, negative = toxicity, actives largely listed as cytotoxic; 2% of 360,000 active; AID 686971;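 note: potency is the fitted concentration of half-maximal effect; 0% = DMSO wells and -100% = cell-free medium wells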
#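 CellTiter-Glo luminescence after 48 h compound exposure at 37 degrees C of IDH1-knockdown HT-1080 cells in 5% FBS RPMI. %Activity scaled between DMSO wells and cell-free media wells, with curves fitted and assigned curve classes.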
# SW480 rerep: inducers of DNA re-replication in SW480 colon cancer cells; SW480 DNA re-replication, Hoechst DNA content imaging, 48 h; Potency, µM (doses to about 46.1 µM), inactives show at the top dose re-replication activation, hits mostly activators; 1.8% of 340,000 active; note: potency is the fitted concentration of half-maximal effect; % of control where 0% means no effect; nearly all actives have a fitted effect of over 55% in size
#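 Image-based read-out: total Hoechst fluorescence of nuclei (405 nm excitation, 500-530 nm emission), with hits raising the fraction of high-intensity nuclei. SW480 colon cells incubated 48 hr with compounds at 37 C.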
# DRD3 agonist: agonists of human D3 dopamine receptor | P35462 | D3R DiscoveRx beta-arrestin cells, luminescence, 90 min | max activation, % | 0.58% of 410,000 active | AID 652048; in the data active = max activation above about 30%; note: 0% is about no effect; mostly tested at two doses, the higher about 12 µM
# Target sequence (P35462 whole entry, looked up): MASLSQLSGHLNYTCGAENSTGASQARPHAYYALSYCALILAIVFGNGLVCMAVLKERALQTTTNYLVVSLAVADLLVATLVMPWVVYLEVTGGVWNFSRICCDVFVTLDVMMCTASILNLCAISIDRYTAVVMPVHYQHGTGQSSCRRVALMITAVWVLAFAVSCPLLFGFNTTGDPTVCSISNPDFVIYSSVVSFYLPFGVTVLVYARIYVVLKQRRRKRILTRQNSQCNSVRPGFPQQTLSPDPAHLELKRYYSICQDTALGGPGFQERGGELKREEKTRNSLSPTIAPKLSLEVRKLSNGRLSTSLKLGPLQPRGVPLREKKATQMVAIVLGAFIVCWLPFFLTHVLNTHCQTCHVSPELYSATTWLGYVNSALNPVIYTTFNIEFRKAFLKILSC
#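 Cells at 1500/well, incubated overnight, then treated with pinned compounds (dopamine as control) for 90 min at 37 degrees C. DiscoveRx reagent added for 30 - 60 minutes at room temperature; luminescence read.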
# MCF10A rerep: DNA re-replication induction in MCF 10a cells; MCF 10A DNA re-replication, Hoechst nuclear intensity, 48 h; Potency, µM (doses to about 46.1 µM), inactives show at the highest dose activity, positive = re-replication, actives largely listed as activators; 2.9% of 350,000 active; note: potency is the fitted concentration of half-maximal effect; % of control where 0% means no effect; nearly all actives have a fitted effect of over 50% in size
# IL-1B inflam inh: inflammasome signaling inhibition, IL-1 beta readout | THP-1 LPS/ATP IL-1B secretion, AlphaLISA, 16 h; stronger effect = lower value | activity change, % at 57.5 µM | 4.7% of 360,000 active; in the data active = activity change below about -50%; inconclusive = mostly about -30% to -49%; note: % is set by controls: 0 for no effect and ±100 for the full control effect
#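 Secreted IL-1B measured by AlphaLISA bead assay after 16 h compound exposure of THP-1 cells; compounds (final up to 57.5 uM) added 1 h before LPS (250 ng/mL) and ATP (1.25 mM) stimulation; lower signal means less secretion.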
# KB-3-1 tox: KB-3-1 parental cell cytotoxicity. KB-3-1 viability, CellTiter-Glo ATP luminescence, 72 h. Potency, µM (top dose mostly 46.1 µM), for the others: top-dose activity change, negative = cytotoxic, usual class: cytotoxic. 1.4% of 400,000 active; note: potency is the fitted concentration of half-maximal effect; % is set by controls: 0 for no effect and ±100 for the full control effect; nearly all actives have a fitted effect of over 60% in size
#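 KB-3-1 parental drug-naive adenocarcinoma cells in DMEM/10% FBS, incubated 72 h at 37 C with pin-transferred compounds across a concentration series. Viability by CellTiter-Glo luminescence; concentration-response curves fitted after normalization.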
# GLP1R cytotox: cytotoxicity counter-screen for GLP-1 receptor inverse agonists; HEK293 cAMP-luciferase reporter cells, luminescence, 24 h; Potency, µM (top dose mostly 38.3 µM), for inactives: at the top dose activity change, negative = inhibition, most hits filed as inhibitors; 0.13% of 410,000 active;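 note: loss of luciferase light is scored as toxicity; potency is the fitted concentration of half-maximal effect; % is set by controls: 0 for no effect and ±100 for the full control effect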
#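 Compound-treated cells are incubated 24 hr at 37 deg C under 5% CO2 after a 12 hour attachment period, then luciferase detection reagent is added and luminescence is measured following 12 min at room temperature; lowered signal indicates toxicity.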
# * = called active by the depositor; ? = inconclusive; / = no result given; [ ] = dose if it differs, or a comment. Unless noted, calls come from the whole dose curve; as a rule, active = well fitted curve in the direction sought with a large enough effect; inconclusive = small, poorly fitted or top-dose-only effect, or another doubt; inactive = no such curve, though single readings can be large; an effect the other way counts as inactive or inconclusive.
Structure	HT1080-NT tox	SW480 rerep	DRD3 agonist	MCF10A rerep	KB-3-1 tox	HT1080 IDH1KD tx	IL-1B inflam inh	KB-V1 MDR tox	GLP1R cytotox
O=C(c1cc2ccccc2s1)N1CCOCC1	7%	6%	2	2%	9%	12%	-20	2%	5%
CC(C)C(NC(=O)c1ccco1)C(=O)OCc1cc([N+](=O)[O-])cc2c1OCOC2 (stereo unspecified)	9%	0%	-2	-1%	10%	4%	28	?	9%
CC(CC(=O)c1ccccc1)=NCCCN=C(C)CC(=O)c1ccccc1	3%	/	3	/	8%	0%	-12	?	-8%
CCOc1ccccc1NC(=O)CSc1nnc(CCC(=O)Nc2ccccc2F)n1C	-1%	-4%	1	-2%	-5%	12%	-9	-22%	10%
O=C(COC(=O)c1ccc(S(=O)(=O)N2CCCC2)cc1)Nc1ccc(N2CCOCC2)cc1	16%	13%	-4	12%	7%	-7%	31	11%	-6%
O=C(Cn1cc(COc2ccc(Cl)c(Cl)c2)nn1)NS(=O)(=O)c1ccccc1C(F)(F)F	25%	/	-5	/	0%	19%	82	2%	1%
CCOc1ccccc1Nc1cc(C)c2cccc(C)c2n1	0%	1%	0	?	-6%	-9%	34	10%	-4%
NS(=O)(=O)c1ccc(NC(=O)COc2cccc3ccccc23)cc1	-1%	-1%	-13	0%	-1%	1%	-8	-2%	-11%
CCCN(C)C[C@H]1Oc2cc(C#Cc3ccc(F)cc3)ccc2S(=O)(=O)N([C@H](C)CO)C[C@@H]1C	-12%	/	-16	/	-5%	-9%	-15	0%	1%
CCn1ncc(/C=C/C(=O)NCc2cn(C)nc2C)c1C	6%	-4%	-1	0%	?	10%	-5	12%	6%
COCC(C)NC(=O)C1=CC(c2ccc3c(c2)OCO3)=NS(=O)(=O)N1C (stereo unspecified)	/	/	-4	/	16%	/	/	4%	13%
Cc1nc2c(C(=O)NCCc3ccccc3)c[nH]n2c(=O)c1Cc1ccc(F)cc1Cl	/	/	-8	/	-2%	/	/	?	-13%
CC(C)(C)NC(=O)CSc1nnnn1C(C)(C)C	6%	0%	0	118%[0.0737 µM]	-6%	1%	27	2%	-9%
COc1ccc(C(=O)/C=C/c2cccs2)c(OC(=O)c2cccc([N+](=O)[O-])c2)c1	-1%	25%	-3	?	7.3µM*	-2%	-69*	-29%	-7%
COC(CNC(=O)c1ccc2c(=O)n(Cc3ccc(Cl)cc3)c(=S)[nH]c2c1)OC	-16%	2%	6	1%	15%	-5%	39	11%	-3%
CCCCC(=O)Nc1ccc(C(=O)Nc2nnc(COC)s2)cc1	1%	-7%	-5	-6%	-23%	-8%	0	-4%	-15%
O=C(O)c1ccccc1-c1ccc([N+](=O)[O-])cc1Cl	0%	/	-1	/	-4%	-5%	19	?	0%
COc1ccc(C(=O)NC2CC2)cc1OC1CCN(Cc2ccc(F)cc2F)CC1	0%	-6%	-9	-1%	5%	-2%	1	-21%	7%
O=C(NCC(c1ccc2c(c1)OCO2)N1CCOCC1)c1cccc(Cl)c1 (stereo unspecified)	/	/	-23	/	7%	/	/	?	-1%
O=C(NNC(=O)c1cc(-c2ccccc2)nc2ccccc12)Nc1cccc(Cl)c1	18µM*	-4%	-6	12µM*	-17%	?	-11	?	2%
COc1cc(C(=O)NCCC2=CCCCC2)cc(OC)c1OC	2%	-4%	-8	4%	9%	3%	18	6%	0%
CCOC(=O)N/N=C\c1sccc1C	6%	2%	14	-4%	26%	13%	10	7%	-4%
C=CCN1C2CCCC1CC(NC(=S)Nc1cccc(OC)c1)C2 (stereo unspecified)	-1%	?	-21	27%	-1%	0%	-25	13%	-8%
CNc1nc2c(c(=O)n(C)c(=O)n2C)n1CCCc1ccccc1	-6%	-3%	3	12%	?	-25%	4	8.2µM*	14%
CN(c1ccc(C(=O)N2CCCCC2)cc1)S(=O)(=O)c1cccs1	-8%	-11%	-9	23%	-5%	-13%	0	-7%	9%
O=C1CCN(C(=O)Cc2ccccc2)c2ccccc21	-2%	/	-2	/	?	10%	-21	0%	4%
CC1(C)Cc2cccc(OCC(=O)NCc3ccc(F)cc3)c2O1	-3%	3%	-6	12%	-1%	-4%	-8	15µM*	10%
CCN(C(=O)CSc1cccc[n+]1[O-])c1ccccc1	8%	-5%	-5	5%	-16%	10%	-9	?	-18%
CCOC(=O)C1=C(C)NC(=O)NC1/C=C\c1ccccc1 (stereo unspecified)	-23%	-1%	6	?	4%	-28%	24	-30%	10%
O=C(NCc1ccccc1)C1C(=O)Nc2ccccc2C(=O)N1c1ccc2c(c1)OCCO2 (stereo unspecified)	5%	/	-2	/	4%	0%	-18	-7%	2%
CCCOc1ccc(C(=O)Nc2ccc(S(=O)(=O)Nc3onc(C)c3C)cc2)cc1	?	-4%	-3	1%	-13%	-9%	12	1%	1%
O=C(O)c1cc([N+](=O)[O-])ccc1Oc1ccccc1	14%	0%	4	1%	8%	?	18	?	-4%
CC(=O)c1ccc(NC(=O)C2CCCN(S(=O)(=O)c3ccc(Br)s3)C2)cc1 (stereo unspecified)	/	/	1	/	-3%	/	/	?	-10%
O=C(COc1nc2ccccc2nc1N1CCOCC1)N1CCc2ccccc21	-7%	-4%	-8	4%	?	-3%	9	?	21%
CCOC(=O)c1c(-c2ccc(OC)cc2)oc2c1C(OC(C)=O)CCC2 (stereo unspecified)	17%	/	-3	/	11%	7%	-2	23%	6%
CCN(CC)C(=O)CSc1ncnc2c1nnn2-c1ccc(F)cc1	22%	1%	-2	2%	7%	12%	29	-1%	2%
Cc1cc(C(=O)COC(=O)C(C)NC(N)=O)c(C)n1Cc1ccco1 (stereo unspecified)	-1%	25%	0	-43%[inhibitor]	?	-2%	-103*	3%	8%
COc1ccc(/C=C2\SC(=O)N(CC(=O)Nc3cccc(C)c3)C2=O)cc1O	?	?	-1	21µM*	6%	?	?	-15%	?
C=C(C)C1CC=C(C)/C(=N\NC(=S)Nc2ccc(C)cc2)C1 (stereo unspecified)	-16%	?	-24	?	?	-8%	-5	16µM*	?
CCN(CC)Cc1cc(NC2=NS(=O)(=O)c3ccccc32)ccc1OC(=O)c1ccccc1	5%	101%	-7	-3%	15%	9%	9	20%	-27%
CCOC(=O)C1=C(CN2CCN(CCC#N)CC2)NC(=O)NC1c1ccc2c(c1)OCO2 (stereo unspecified)	-2%	-5%	-1	24%	0%	-13%	36	1%	-9%
COc1ccc(CCn2c(N3CCN(C)CC3)nc3c2c(=O)[nH]c(=O)n3C)cc1	11%	-7%	1	4%	17%	11%	4	0%	-12%
O=C(NCc1ccccc1Cl)NCc1noc2ccccc12	/	/	-1	/	0%	/	/	18%	-9%
Cc1cccc(NC(=O)CN(C)S(=O)(=O)c2cccc3cccnc23)c1	21%	-1%	-8	8%	-8%	-7%	-5	1%	-1%
Cc1ccc(-c2nn(CC(=O)NC3CCCC3)c3c2cnc2ccc(F)cc23)cc1C	/	/	-3	/	5%	/	/	7%	1%
COc1ccc(OC)c(N(CC(=O)O)S(=O)(=O)c2ccc(OC)c(OC)c2)c1	24%	2%	13	?	-8%	0%	-1	7%	2%
Cc1ccc(S(=O)(=O)N2CCC(c3nc4c(nnn4Cc4ccccc4)c(=O)[nH]3)CC2)cc1	?	-10%	23	15%	-3%	-11%	-16	-4%	-17%
CCOC(=O)c1c(C)[nH]c(C(=O)COC(=O)CNS(=O)(=O)c2ccc(C)cc2)c1C	-2%	-3%	-4	-2%	-12%	0%	14	4.6µM*	-16%
COc1cccc(C(=O)N2CCN(Cc3ccccn3)CC2)c1	-3%	-7%	-3	-2%	-6%	0%	-13	5%	14%
O=C1CNC(=O)N1CC(O)Cn1c2ccccc2c2ccccc21 (stereo unspecified)	4%	-92%[inhibitor]	0	-2%	-3%	4%	-11	24%	-19%
Cc1ccc(Oc2nnc(-c3cccs3)c3ccccc23)cc1	21%	-2%	-11	-1%	5%	28%	18	-19%	-13%
Cc1c(Cl)cccc1NC(=O)CSc1nncn1-c1cccnc1	-2%	-7%	-2	-4%	-4%	-3%	-8	?	-2%
O=c1c2cnn(-c3ccc(F)cc3)c2ncn1Cc1ccccc1Cl	/	/	10	/	-1%	/	/	25%	0%
Cc1ccc(N2CC(C(=O)Nc3ccc(S(=O)(=O)N4CCCC4)cc3)CC2=O)cc1 (stereo unspecified)	0%	?	-1	-1%	-13%	2%	-9	12%	5%
Cc1cccc(NCC(O)Cn2cnc3c2c(=O)n(C)c(=O)n3C)c1 (stereo unspecified)	-3%	1%	-1	-5%	-21%	-10%	16	-10%	-10%
Nc1c(-c2nc(-c3ccc(F)cc3)cs2)c2ccccn2c1C(=O)c1ccc2c(c1)OCO2	/	/	-5	/	-8%	/	/	13%	5%
CCC(=O)NC(c1ccccc1)c1nc2ccccc2[nH]1 (stereo unspecified)	11%	-4%	2	9%	3%	0%	-13	?	0%
CCc1ccc(NC(=O)CSc2nnc(C)c(=O)n2N)cc1	13%	-9%	0	11%	-6%	7%	-2	-7%	11%

# Random excerpt: two compounds from above.
Structure	HT1080-NT tox	SW480 rerep	DRD3 agonist	MCF10A rerep	KB-3-1 tox	HT1080 IDH1KD tx	IL-1B inflam inh	KB-V1 MDR tox	GLP1R cytotox
CCc1ccc(NC(=O)CSc2nnc(C)c(=O)n2N)cc1	13%	-9%	0	11%	-6%	7%	-2	-7%	11%
CCOc1ccccc1Nc1cc(C)c2cccc(C)c2n1	0%	1%	0	?	-6%	-9%	34	10%	-4%
